STK33 inh: human STK33 kinase inhibition; Q9BYT3; purified STK33, MBP phosphorylation, ADP-Glo luminescence; inhibition, % at 10 µM; actives 0.073% (n = 320,000); AID 2661;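 active = inhibition at or above 25%, using the most active replicate where run in duplicate; inactive = inhibition below 25%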
Target sequence (Q9BYT3 whole entry, looked up): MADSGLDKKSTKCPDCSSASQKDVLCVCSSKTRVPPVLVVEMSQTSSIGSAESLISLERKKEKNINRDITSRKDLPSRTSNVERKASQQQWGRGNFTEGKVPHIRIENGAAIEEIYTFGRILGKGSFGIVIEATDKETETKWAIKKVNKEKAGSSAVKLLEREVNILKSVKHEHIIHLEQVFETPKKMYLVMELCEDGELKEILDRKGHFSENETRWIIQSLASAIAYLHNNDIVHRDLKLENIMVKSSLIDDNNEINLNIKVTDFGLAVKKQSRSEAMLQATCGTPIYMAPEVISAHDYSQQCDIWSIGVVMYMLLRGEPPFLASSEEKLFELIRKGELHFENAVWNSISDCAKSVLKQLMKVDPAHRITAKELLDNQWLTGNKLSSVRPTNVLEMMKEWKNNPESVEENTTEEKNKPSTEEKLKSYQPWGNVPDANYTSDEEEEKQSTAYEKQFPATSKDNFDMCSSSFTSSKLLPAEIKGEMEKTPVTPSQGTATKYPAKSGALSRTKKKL
OX1R antag-1: human HCRTR1 antagonism; actives 0.43% (n = 330,000); O43613; CHO/OX1R cells, Fluo-8 calcium fluorescence, orexin A; AID 434989; inhibition, % at 5 µM;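 active = inhibition above its plate's threshold, mean inhibition of all tested compounds on the plate plus 3 SD, cut at about 37% in these data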;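 note: 0% = orexin A challenge wells and 100% = SB-334867-A antagonist wells; not every result past the cut was called active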
Target sequence (O43613 whole entry, looked up): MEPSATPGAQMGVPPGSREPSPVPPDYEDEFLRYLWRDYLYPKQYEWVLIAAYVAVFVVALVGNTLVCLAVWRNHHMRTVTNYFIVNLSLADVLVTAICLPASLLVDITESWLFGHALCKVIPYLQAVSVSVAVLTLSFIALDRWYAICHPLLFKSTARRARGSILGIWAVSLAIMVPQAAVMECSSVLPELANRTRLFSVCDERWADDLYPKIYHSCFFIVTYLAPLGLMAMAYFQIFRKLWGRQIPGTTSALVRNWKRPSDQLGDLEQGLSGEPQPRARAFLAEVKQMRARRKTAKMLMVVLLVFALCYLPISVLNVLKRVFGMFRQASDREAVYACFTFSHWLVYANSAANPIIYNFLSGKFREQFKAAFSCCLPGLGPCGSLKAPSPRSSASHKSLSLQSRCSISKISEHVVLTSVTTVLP
OX1R antag-2: antagonists of human orexin 1 receptor (OX1R) | O43613 | AID 485270 | inhibition, % at 6.6 µM | OX1R-expressing cells, FRET antagonist read-out | actives 1.8% (n = 330,000); in the data active = inhibition mostly above about 38%, no sharp cut-off; inactive = mostly below about 40%;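 note: 0% = agonist challenge alone and 100% = reference antagonist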
Active calls of the source: *; . = not tested or not shown.

SMILES	STK33 inh	OX1R antag-1	OX1R antag-2
COc1cc2c(cc1OC)C(=S)NC1(CCCC1)C2	0.1	-10	11
Cc1ccc(N2C(=O)CC(NNC(=O)c3cccc(S(=O)(=O)N4CCCC4)c3)C2=O)cc1 (configuration not stated)	0.0	-13	2
Cc1cccc(-c2cccc(NC(=O)C3CCCN(C(=O)c4csc(C)n4)C3)c2)c1 (configuration not stated)	-1.4	1	13
Cc1cccc(-n2c(CNC(=O)c3cccc([N+](=O)[O-])c3C)n[nH]c2=S)c1	0.8	-4	4
COC(=O)c1cc(S(=O)(=O)N2c3ccccc3CC2C)c[nH]1 (configuration not stated)	-0.8	9	-4
Cc1c(NC(=O)c2c(F)c(F)c(F)c(F)c2F)c(=O)n(-c2ccccc2)n1C	-0.7	-18	18
COC(C(=O)Nc1ccnn1C1CCN(Cc2cnn(C)c2)CC1)c1ccccc1 (configuration not stated)	-2.0	-11	-1
Cc1ccccc1OCC(=O)Nc1nnc(C2CC2)s1	0.3	-17	-3
CN(CCc1ccccn1)C(=O)CC1C(=O)NCCN1Cc1ccc(-c2ccccc2)cc1 (configuration not stated)	1.0	-21	4
CC(C)CNC(=S)NNC(=O)c1csc2ccccc12	-0.8	-20	21
CCN(CC)S(=O)(=O)c1ccc(N2CCOCC2)c(NS(=O)(=O)c2cc(C(C)(C)C)ccc2C)c1	-2.4	-27	17
CCOC(=O)c1sc(=S)n(-c2ccc(C)cc2)c1N	-1.6	0	6
CC(NC(=O)c1ccc(=O)oc1)c1ccccc1 (configuration not stated)	0.5	4	9
O=C(CCCCl)NC(=S)Nc1cc(C(F)(F)F)ccc1N1CCOCC1	-3.4	-12	20
CCn1c(Cc2ccccc2)nnc1SCC(=O)Nc1ccccc1O	-0.4	-2	7
CCCCc1cc(=O)oc2cc(C)cc(OCC(=O)N3C[C@H]4C[C@@H](C3)c3cccc(=O)n3C4)c12	-1.0	-24	12
COc1ccc(N2CCN(CCOc3ccc4c(C)cc(=O)oc4c3)CC2)cc1	-1.0	-9	19
CCc1nc2c(c(SC)nn2-c2ccccc2)c(N)c1C(=O)OC	-1.5	-22	2
COc1ccc(C)cc1NC(=O)C(OC(=O)Cn1cnc2c1c(=O)n(C)c(=O)n2C)c1ccccc1 (configuration not stated)	-1.0	-24	14
Nc1nc(Nc2ccc(Cl)cc2)nc(NCCO)c1[N+](=O)[O-]	3.4	-9	9
CC(C)CC(N=Cc1c(O)c2ccccc2oc1=O)C(=O)O (configuration not stated)	-1.2	-14	61
COc1ccc(-c2nnc(SCC(=O)N3CCOCC3)n2C)cc1OC	-0.4	0	9
CCOC(=O)C(C)Oc1cccc2c(=O)n(CC(=O)NCc3ccccc3)ccc12 (configuration not stated)	-2.8	-25	2
Cc1ncc(C[n+]2ccc(C)c(C)c2)c(N)n1	-1.4	-2	20

Reprinted at random: 3 compounds from above
SMILES	STK33 inh	OX1R antag-1	OX1R antag-2
CCc1nc2c(c(SC)nn2-c2ccccc2)c(N)c1C(=O)OC	-1.5	-22	2
CCCCc1cc(=O)oc2cc(C)cc(OCC(=O)N3C[C@H]4C[C@@H](C3)c3cccc(=O)n3C4)c12	-1.0	-24	12
COc1ccc(C)cc1NC(=O)C(OC(=O)Cn1cnc2c1c(=O)n(C)c(=O)n2C)c1ccccc1 (configuration not stated)	-1.0	-24	14

Remaining list, next part
SMILES	STK33 inh	OX1R antag-1	OX1R antag-2
O=C1c2ccccc2S(=O)(=O)c2cc(N3CCC4(CC3)OCCO4)ccc21	0.8	-10	45
N#Cc1nc(-c2ccc(Cl)cc2)oc1NCc1ccco1	1.4	10	28
Cn1c(C(=O)N2CCN(c3ncccn3)CC2)cc2c(=O)n(C)c3ccccc3c21	-0.1	-31	16
COc1cccc(C(=O)Nc2c(C)nn(-c3ccccc3)c2C)c1	-0.2	-20	15
O=C(NCC(O)c1ccccc1)c1ccc(Cl)c(S(=O)(=O)N2CCCC2)c1 (configuration not stated)	0.1	-17	25
COc1cc(S(=O)(=O)N2CCC(c3nc4ccccc4s3)CC2)ccc1S(=O)(=O)N1CC(C)CC(C)C1 (configuration not stated)	-1.6	-10	13
Cc1cc(/C=N/NC(N)=O)c(C)c(CO)c1	-0.2	-5	15
Oc1ccc2ccccc2c1N=Nc1nccs1	-1.3	61*	99*
Cc1ccc(C(=O)NNC(=O)C2CC2)cc1Br	-1.1	0	7
O=C(N/N=C/c1cccnc1)C(O)c1ccccc1 (configuration not stated)	-1.1	-9	8
CCC1CCCCN1CCNC(=O)CCS(=O)(=O)c1ccc(Br)cc1 (configuration not stated)	2.4	-9	7
Cc1ccc(/C(N)=N/OC(=O)c2ccc(C)cc2Cl)cc1	-0.8	-9	-3

Filtered by structure, those above containing an aryl thioether with sulfur outside any ring
SMILES	STK33 inh	OX1R antag-1	OX1R antag-2
CCn1c(Cc2ccccc2)nnc1SCC(=O)Nc1ccccc1O	-0.4	-2	7
CCc1nc2c(c(SC)nn2-c2ccccc2)c(N)c1C(=O)OC	-1.5	-22	2
COc1ccc(-c2nnc(SCC(=O)N3CCOCC3)n2C)cc1OC	-0.4	0	9

(continued)
SMILES	STK33 inh	OX1R antag-1	OX1R antag-2
Cc1cccc(OS(=O)(=O)NC(=O)OCC2CCCN3CCCCC23)c1 (configuration not stated)	-0.4	-21	-1
COC(=O)C1=C(NC(=O)CCCCl)CCS1	-1.4	-4	-5
O=C(NC(Cc1ccccc1)C(=O)N1CCc2ccccc2C1)c1ccccc1 (configuration not stated)	1.4	-22	25
CC(NC(=O)C1CC1)C(c1cccs1)N1CCN(c2ccccc2)CC1 (configuration not stated)	-2.9	-26	9
COc1ccc(OCCCC(=O)N(CCC2=CCCCC2)c2c(N)n(Cc3ccccc3)c(=O)[nH]c2=O)cc1	-0.7	-32	20
COc1ccc(/C=C2\SC(=O)N(CCC(=O)N3CCN(C)CC3)C2=O)cc1	0.4	-12	34
CC1CC(C)CN(CCOc2ccc(Br)cc2)C1 (configuration not stated)	-0.7	-11	20
COc1cc(NC(=S)NC(=O)c2ccc(C(C)(C)C)cc2)ccc1NC(=O)c1cccs1	-0.9	-28	4
CC(NC(=O)CNC(=O)C1CCCCC1)c1cccc(Cl)c1 (configuration not stated)	0.5	-16	14
CCC(=O)Nc1cc(C(=O)OCC(=O)c2ccccc2Cl)ccc1C	-1.6	0	-1
Nc1cc([N+](=O)[O-])ccc1N1C(=O)CCCC1=O	-0.7	-32	6
Cc1ccc(S(=O)(=O)Nc2ccc(Cl)cc2)cc1NC(=O)c1cc2c(s1)CCCC2	-0.5	-24	11
CC1=C(C(=O)OC(C)C)C(c2cccnc2)n2ncnc2N1 (configuration not stated)	-1.0	-15	11
COc1cc(OC)c2nc(C)c3c(c2c1)N(c1ccc(O)cc1)CC3	0.1	-17	45
CC(=O)c1ccc(N=Nc2ccc(N(C)C)cc2)cc1	-0.3	-6	3
O=C(N/N=C\C=C\c1ccc2c(c1)OCO2)c1cccnc1	2.6	1	26
COc1ccccc1Cn1c(=S)[nH]c2cc(C(=O)NCc3cccnc3)ccc2c1=O	.	-17	18
COc1ccccc1NC(=O)C/C(C)=N/NC(=O)c1ccccn1	-0.4	-35	35
COc1cccc([C@@H]2Oc3ccc(OC)cc3C(=O)[C@H]2OC(=O)NCc2ccc3c(c2)OCO3)c1	1.5	-1	35
CCN(CC)CCN(Cc1cc2cc3c(cc2[nH]c1=O)OCO3)C(=S)NC	-0.6	-8	-2
CN(C)S(=O)(=O)n1cc(/C=C(\NC(=O)c2ccccc2F)C(=O)N2CCOCC2)c2ccccc21	-1.9	-26	4
N#Cc1ccccc1S(=O)(=O)N1CCN(S(=O)(=O)c2ccc(Br)c(C(=O)O)c2)CC1	0.2	-31	0
CC(C)c1ccccc1NC(=O)COC(=O)c1cc([N+](=O)[O-])ccc1N1CCOCC1	0.1	-24	27
Cc1nc(N2CCN(C)CC2)c2c(C)c(C(=O)Nc3ccc(F)cc3)sc2n1	-0.6	-3	19
Cc1ccccc1CSCC(=O)N/N=C/c1cccs1	-0.2	1	47
O=C(c1ccc2nc(N3CCOCC3)sc2c1)N1CCC(Cc2ccccc2)CC1	1.7	-41	5
S=c1[nH]ncn1/N=C/c1ccc(Br)cc1	-1.1	-5	8
CCCCC(=Nc1ccccc1OC)C1=C(O)CC(c2ccccc2)CC1=O (configuration not stated)	-0.8	-12	9
COc1cc(/C=N/NC(=S)NCCN2CCOCC2)ccc1O	-0.8	-13	13
COc1ccc(C(=O)NC(=O)COC(=O)c2ccc3ncsc3c2)cc1	-1.7	1	0
O=C(c1ccccc1-c1ccccc1)N1CCOCC1	-1.9	-6	16
c1ccc(CSc2nnc(-c3ccco3)n2Cc2ccccc2)cc1	-0.1	-25	9
O=C(c1cc(-c2ccncc2)nc2ccc(Br)cc12)N1CCN(Cc2ccc3c(c2)OCO3)CC1	1.3	-22	10
CC(=O)c1ccc(S(=O)(=O)N2CCN(C(=O)/C=C/c3ccc4ccccc4n3)CC2)cc1	0.1	-13	9
C/C=C/c1ccc(OCCOc2cc(C=O)ccc2OC)c(OC)c1	-0.3	-15	21
COc1ccc(-n2c(SCC(=O)Nc3ccc(C(N)=O)cc3)nc3c([nH]c4ccccc43)c2=O)cc1OC	0.0	-18	21

Some of the entries so far, with bars between the fields:
Structure | STK33 inh | OX1R antag-1 | OX1R antag-2
CN(CCc1ccccn1)C(=O)CC1C(=O)NCCN1Cc1ccc(-c2ccccc2)cc1 (configuration not stated) | 1.0 | -21 | 4
CC(C)CNC(=S)NNC(=O)c1csc2ccccc12 | -0.8 | -20 | 21
CCN(CC)S(=O)(=O)c1ccc(N2CCOCC2)c(NS(=O)(=O)c2cc(C(C)(C)C)ccc2C)c1 | -2.4 | -27 | 17
CCOC(=O)c1sc(=S)n(-c2ccc(C)cc2)c1N | -1.6 | 0 | 6
CC(NC(=O)c1ccc(=O)oc1)c1ccccc1 (configuration not stated) | 0.5 | 4 | 9

Next section
SMILES	STK33 inh	OX1R antag-1	OX1R antag-2
COc1ccccc1NC(=O)c1cccc2c(Br)cccc12	-0.7	-46	16
Clc1ccc(-c2cc(C3CCNCC3)[nH]n2)cc1	1.6	-8	18
O=C(O)/C=C/c1ccc(S(=O)(=O)NCc2ccco2)cc1	-0.5	-1	12
COc1ccc(S(=O)(=O)N2CCC(C(N)=O)CC2)cc1	0.7	-7	18
O=C(CCN1CCCCC1)c1ccccc1	0.3	-11	9
COC(=O)c1ccccc1NC(=O)CN(c1ccc(OC)cc1)S(C)(=O)=O	-0.2	-3	14
Cc1cccc(C(=O)O/N=C(\N)c2cccc([N+](=O)[O-])c2)c1	1.8	-15	12
CCc1cc(C(=O)NNC(=S)NCc2ccccc2)cs1	-0.5	-3	17
CCc1nn(C(C)C(=O)NCc2ccc(Cl)cc2)c(=O)c2cc3occc3n12 (configuration not stated)	-1.7	-19	33
COc1ccc(NC(=O)CSc2nc3ccsc3c(=O)n2CCCCCC(=O)O)cc1	0.2	-15	23
CSc1nc2ccc(NC(=O)c3c(-c4ccccc4)noc3C)cc2s1	-1.7	-27	20
Cc1ccc(NC(=O)NNC(=O)Cn2nc(-c3ccccc3)c(-c3ccccc3)c(C#N)c2=O)cc1	-0.4	2	22
Cc1cc(F)ccc1S(=O)(=O)N(CC(=O)N1CCOCC1)CC(=O)N1CCOCC1	-2.2	-5	6
CC(C)CNC(=O)c1cccc(NC(=O)C(C)C)c1	-0.8	-10	10
COc1ccc(OCc2cc(C(=O)NCCN3CCCC(O)C3)no2)c(Cl)c1 (configuration not stated)	1.2	-9	24
COc1ccc(S(=O)(=O)Nc2cc(C(=O)NC3CCCCCC3)ccc2N2CCOCC2)cc1	-1.7	-23	9
COCCNC(=O)c1ccc(S(=O)(=O)c2ccc(Cl)cc2)c(NC(C)=O)c1	-1.2	-10	-3
Cc1ccc(NC(=O)C(C)N=C2NS(=O)(=O)c3ccccc32)cc1F (configuration not stated)	0.3	-23	5
c1ccc(N2CCN(Cc3nnnn3C3CCCCC3)CC2)cc1	1.1	-11	-1
Cc1nc2nc(SCC(=O)C(C)(C)C)[nH]c2cc1Br	-0.8	-18	12
COc1ccc(C2c3sc(=O)[nH]c3SCC2C(N)=O)cc1 (configuration not stated)	-1.0	4	18
Cc1ccc(S(=O)(=O)NCCNS(=O)(=O)c2ccc(C)cc2)cc1	0.1	-19	1
CC(=O)NC(C)c1cc(F)c2cccnc2c1O (configuration not stated)	-2.7	-22	13
CCN1C(=O)C(CC(=O)Nc2ccc(OC)cc2)N(Cc2ccco2)C1=S (configuration not stated)	0.0	-15	13
CCC(C)c1nc2ccsc2c(N2CCOC2=O)c1-c1ccccc1 (configuration not stated)	0.1	-18	35
Cc1nnc(SCC(=O)Nc2ccc(Br)cn2)[nH]c1=O	0.2	-3	26
CCOc1ccc(OCCC(=O)OCC(=O)N2CCN(S(=O)(=O)c3ccc(C)cc3)CC2)cc1	-0.5	-16	22
Clc1cc(CSc2ccccc2)nc(-c2ccccc2)n1	0.8	-6	1
CCOc1ccc(CCN2C(=O)C3C4CCC(O4)C3C2=O)cc1OCC (configuration not stated)	-0.7	-10	-5
O=C(COC(=O)[C@H](Cc1ccccc1)NS(=O)(=O)c1ccccc1F)NC1CCCCC1	-0.5	-15	10
COc1ccc2c(c1OC)C(=O)OC2CC(=O)c1ccc(N(C)C)cc1 (configuration not stated)	-1.5	-27	20
COc1cccc(NC(=O)CN(C)C(=O)c2cn(-c3ccccc3)nc2-c2cccs2)c1	-1.2	9	51*
CC1CCCCN1C(=O)Cn1cc(C#N)c2ccccc21 (configuration not stated)	-1.7	2	43
CC(=O)N1CCN(c2ccc(NC(=O)c3ccc4ccccc4c3)cc2)CC1	0.6	-7	11
